Screening results from PubChem BioAssay.
TcdB GH inh = TcdB glycohydrolase inhibition; P18177; TcdB glycohydrolase enzymatic assay, plate reader; inhibition, % at 9.99 µM; actives 0.24% (n = 350,000); AID 652162; in the data active means inhibition above about 10%
Yp Topo-I inh = inhibitors of Yersinia pestis topoisomerase I | activity, % at 10 µM | Y. pestis Topo-I cleavage product accumulation, plate reader | actives 0.064% (n = 360,000); in the data active means activity above about 50%, passing the limit was not always enough; inconclusive means no clear call, values can overlap the other calls; further: inactives centre near 2
Anthrax LF prot = blocks Bacillus anthracis lethal factor protease; P15917; multiplex microsphere protease cleavage assay, LF; inhibition, % at 10 µM; actives 0.12% (n = 360,000); AID 588501; further: plate controls were buffer without enzyme for full effect and enzyme alone for no effect
Target sequence (P15917 whole entry, looked up): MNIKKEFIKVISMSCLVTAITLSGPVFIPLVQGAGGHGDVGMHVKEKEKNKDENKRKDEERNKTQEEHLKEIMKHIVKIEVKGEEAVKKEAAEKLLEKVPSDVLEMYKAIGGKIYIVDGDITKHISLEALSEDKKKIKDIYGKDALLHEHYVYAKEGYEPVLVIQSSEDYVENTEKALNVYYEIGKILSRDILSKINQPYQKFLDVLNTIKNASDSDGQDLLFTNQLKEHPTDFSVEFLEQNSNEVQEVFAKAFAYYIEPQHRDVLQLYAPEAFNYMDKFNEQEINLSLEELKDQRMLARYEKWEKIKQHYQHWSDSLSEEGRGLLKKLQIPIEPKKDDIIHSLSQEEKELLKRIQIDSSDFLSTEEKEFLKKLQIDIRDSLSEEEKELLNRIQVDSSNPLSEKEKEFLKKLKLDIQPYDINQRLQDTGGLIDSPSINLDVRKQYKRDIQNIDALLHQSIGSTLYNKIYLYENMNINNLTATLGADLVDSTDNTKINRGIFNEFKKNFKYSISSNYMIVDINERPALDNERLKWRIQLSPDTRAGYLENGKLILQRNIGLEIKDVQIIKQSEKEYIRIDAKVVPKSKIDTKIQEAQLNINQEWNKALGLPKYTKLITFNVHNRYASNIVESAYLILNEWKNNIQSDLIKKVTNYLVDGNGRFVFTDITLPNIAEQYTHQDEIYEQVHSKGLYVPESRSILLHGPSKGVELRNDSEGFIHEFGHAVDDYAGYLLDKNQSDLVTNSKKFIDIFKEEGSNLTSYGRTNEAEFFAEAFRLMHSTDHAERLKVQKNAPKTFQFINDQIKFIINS
BoNT-F LC inh = blocks Botulinum neurotoxin F light chain protease; AID 588497; actives 0.22% (n = 360,000); inhibition, % at 10 µM; Multiplex microsphere protease cleavage assay, flow cytometry; in the data active means inhibition above about 35%, passing the limit was not always enough; inconclusive means no clear call, values can overlap the other calls; further: plate controls were buffer without enzyme for full effect and enzyme alone for no effect
PrPC TRFRET = inhibitors of human cell surface prion protein PrPC. AID 720596. P04156. TR-FRET read-out. inhibition, % at 13.8 µM. actives 0.43% (n = 370,000); in the data active means inhibition above about 24%; further: 0% = median of the test wells and 100% = reference compound wells
PfHsp40 rescue = restores yeast growth despite PfHsp40 toxicity; S. cerevisiae expressing PfHsp40, growth rescue, ATP luminescence; growth rescue, % at 12.5 µM; actives 0.68% (n = 340,000); AID 504582; in the data active means growth rescue above about 28%, passing the limit was not always enough; inconclusive means no clear call, values can overlap the other calls;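 further: yeast W303a lacking pdr1 and pdr3 grown in galactose medium; growth measured after three days at 30 °C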
BoNT A protease = blocks Botulinum neurotoxin A light chain protease. actives 0.17% (n = 360,000). multiplex microsphere protease substrate cleavage, flow cytometry. inhibition, % at 10 µM. AID 588499; further: plate controls were buffer without enzyme for full effect and enzyme alone for no effect
CCHF vOTU inh = CCHFV vOTU protease inhibition | Pep-AMC fluorescence | inhibition, % at 11.5 µM | actives 0.55% (n = 370,000); in the data active means inhibition above about 30%; further: 0% = vehicle wells with enzyme and 100% = no enzyme wells
FadD28 binding = M. tuberculosis FadD28 bisubstrate binding inhibition | inhibition, % at 12.5 µM | AID 588549 | FadD28 bisubstrate probe binding, fluorescence polarization | actives 0.22% (n = 360,000); in the data active means inhibition above about 8.5%, passing the limit was not always enough; inconclusive means no clear call, values can overlap the other calls
* marks the source's active call; other numbers are inactive results; ? = inconclusive; nt = no result given. Unless noted, no stated cut-off is given here; in the data, active means inhibition above about 30%; inconclusive means no clear call, values can overlap the other calls; inactive means below that.

SMILES	TcdB GH inh	Yp Topo-I inh	Anthrax LF prot	BoNT-F LC inh	PrPC TRFRET	PfHsp40 rescue	BoNT A protease	CCHF vOTU inh	FadD28 binding
CC1(C(=O)O)CCC(C(=O)Nc2cccc(F)c2)C1(C)C (stereo not drawn)	0.2	-3.8	-14.1	-12.0	-2.5	nt	-2.4	-12.3	-1.2
CCNC(=O)CC1C(=O)N(c2ccccc2)C(=O)N1CCc1ccc(OC)c(OC)c1 (stereo not drawn)	nt	-1.1	0.3	2.0	6.0	-1.6	?	-15.2	-0.4
C=CCSc1nc2c(C(=O)OCC)nnn2c2ccccc12	-0.3	24.4	-21.5	-20.9	1.1	0.7	-4.5	9.6	-1.5
COc1cc(-c2nc(N)n[nH]2)cc(OC)c1OC	nt	-5.0	-6.6	10.3	-3.8	-0.9	0.9	-9.3	0.6
O=C(NC1CCCC1)C(c1ccsc1)N(C(=O)Cc1cccs1)c1ccccc1 (stereo not drawn)	0.7	-9.2	-4.9	0.9	0.9	-1.2	0.1	-8.5	0.0
CC1CCCC(NC(=O)COC(=O)Cc2cn3ccsc3n2)C1C (stereo not drawn)	1.4	0.6	4.4	-10.4	-1.9	-0.7	8.1	4.7	-0.3
CC(c1ccc2ccccc2c1)c1ccccc1C(=O)O (stereo not drawn)	0.7	-1.6	1.6	3.0	-5.9	nt	0.1	4.3	0.9
Cc1cnc(C(=O)Nc2ccc(N3CCOCC3)cc2)cn1	nt	0.5	-12.8	-20.1	0.5	0.5	-1.5	-6.1	-3.2
Cc1ccc(N2CCN(C(=S)c3ccc(-c4ccccc4[N+](=O)[O-])o3)CC2)cc1	0.8	18.1	6.3	?	4.9	-0.6	?	5.8	-1.8
COc1ccc(NC(=O)c2cccc(Cl)c2)c[n+]1[O-]	2.9	-4.4	-10.1	?	4.0	-0.9	0.2	3.9	nt
Cn1nc(-c2ccccc2)c2nc3ccccc3nc21	nt	-6.7	11.8	0.8	-0.3	0.6	13.3	8.8	-1.6
COc1nc(C)ccc1-c1noc(-c2cccnc2)n1	-1.9	2.6	9.1	-1.2	3.9	1.9	-1.0	-15.4	-1.3
CCCNS(=O)(=O)c1ccc2c(c1)CCCN2C(C)=O	nt	-10.4	2.6	-10.5	4.7	-1.9	-0.4	8.0	-1.1
CC1(C)CC(O)C(CCC(O)c2ccccc2)C(C)(C)N1 (stereo not drawn)	nt	2.5	3.8	-2.2	2.9	0.6	0.1	7.0	-0.2
C=CCOC(=O)COc1ccc2c(C)c(CC)c(=O)oc2c1	nt	3.3	-1.4	-3.1	5.7	-0.4	-1.0	-33.8	-1.8
C=CCOn1c(=O)c(=O)n(OCc2ccccc2)c2ccccc21	nt	11.1	-0.2	5.4	-3.6	0.8	0.2	7.2	0.6
COC(=O)c1cccc(COC(=O)CNC(=O)c2ccco2)c1	nt	13.8	-1.3	0.0	-2.8	1.5	-2.6	1.2	-3.4
CCCCN1CC(=O)N2[C@H](c3ccc(OC)cc3)[C@@H]3C(=O)N(CC)C(=O)[C@@H]3[C@]2(C)C1=O	nt	7.5	-4.6	-0.3	nt	-0.6	-0.6	nt	-5.0
CCn1c(Cc2ccc(OC)cc2)nnc1SCc1nc2ccccc2c(=O)[nH]1	1.6	6.1	-1.6	-3.6	6.2	-0.9	-0.2	12.8	-1.2
CC(C)Nc1nc2ccccc2c(=O)[nH]1	0.9	7.1	-3.5	-2.3	5.4	0.9	0.2	-3.1	-0.1
Cc1cccc(Nc2ccccc2C(=O)NCc2ccco2)c1C	nt	10.8	-4.6	-1.3	8.7	7.1	-0.9	8.7	-3.0
Cc1cccc(OCC(=O)Nc2ccc3c(c2)nc(CCN2CCN(c4ccccn4)CC2)n3C)c1	0.8	22.6	-4.1	-4.1	-12.8	1.0	0.7	-9.6	-0.9
CCCN1CCN(CCCNC(=O)c2cc3c(=O)[nH]c4ccc(C)cc4c3s2)CC1	-2.1	6.7	-3.0	2.9	-5.2	-0.5	-0.5	-73.4	-2.8
CCOc1ccc(S(=O)(=O)NCCc2ccccn2)cc1	0.7	4.4	17.0	4.3	5.3	0.6	5.2	4.0	-1.3
COC(=O)c1c(C)[nH]c(C)c1-c1ccccc1Cl	nt	-2.8	0.6	-15.8	1.3	-0.5	-0.2	2.6	-3.8
CCOc1ccc(CCNC(=O)CN2C(=O)NC(CCSC)C2=O)cc1OCC (stereo not drawn)	0.4	5.1	-3.2	2.6	-3.0	-1.0	-0.4	1.3	-0.8
CCOC(=O)c1ccc(NC(=O)CCOc2ccc(C)cc2)cc1	nt	-1.1	-5.0	-11.0	11.2	-0.3	-1.4	10.4	-1.0
OC(COc1ccccc1)CN1CCC(Cc2ccccc2)CC1 (stereo not drawn)	-0.1	11.9	nt	nt	6.8	0.0	nt	-10.0	0.4
CCc1ccc(NC(=S)NC2CC3CCC(C2)N3Cc2ccco2)cc1 (stereo not drawn)	nt	0.0	-4.0	-0.5	-2.1	-0.2	-0.2	-2.1	0.0
CCOC(=O)C1=C(C)Nc2nc3ccccc3n2C1c1ccccc1 (stereo not drawn)	nt	7.3	-11.8	-21.1	9.0	-1.1	-0.8	7.8	-0.1
CC(=O)c1nnn(-c2nc(N)nc(N(c3ccccc3)c3ccccc3)n2)c1C	nt	14.8	-1.9	-0.7	24.6*	0.3	?	-3.2	-0.9
CCOC(=O)N1CCN(C(=O)Nc2ccc3nc(C)c(C)nc3c2)CC1	nt	-2.3	0.4	-9.8	-3.2	-1.1	0.1	-50.4	-2.7
COc1ccc(OC)c(/C=N/NC(=O)CNC(=O)c2ccc(S(=O)(=O)N3CCOCC3)cc2)c1	0.0	5.6	-0.7	-1.0	-0.4	-1.5	1.0	0.9	-1.4
CC1=C(C)CC(C(=O)N2CCN(Cc3ccc4c(c3)OCO4)CC2)C(C(=O)O)C1 (stereo not drawn)	-0.2	-12.9	-10.5	-9.4	1.6	-0.7	-0.7	-1.6	-3.6
COC(=O)c1ccc2nc(C(F)(F)F)[nH]c2c1	nt	6.8	-1.3	-10.1	4.8	-0.3	-0.1	-3.2	0.2
CS(=O)(=O)N(CC(=O)Nc1ccc(S(=O)(=O)N2CCOCC2)cc1)c1cccc(F)c1	1.4	-4.4	-1.5	1.2	1.5	-1.3	0.1	-9.1	-2.1
COc1ccc(CC(=O)N(C)c2ccccc2)cc1S(=O)(=O)N1CCOCC1	0.5	-2.8	-8.8	-0.3	-0.4	nt	-0.4	-2.7	-2.6
CCN1CCN(c2ncnc3scc(-c4ccc(C)c(C)c4)c23)CC1	0.1	16.1	2.6	4.6	-2.7	1.9	-1.7	9.1	-2.9
N#CC(c1ccccc1)c1ccc(C(=O)c2ccc(F)cc2)cc1 (stereo not drawn)	nt	24.0	-0.2	-1.9	12.2	-0.2	-0.2	14.1	-0.2
CC(=O)Nc1cc(-c2ccccc2N(C)C)cn2c(-c3cccc(C(F)(F)F)c3)cnc12	-9.8	-14.3	-2.6	-8.4	-26.4	nt	1.0	33.6*	0.0

Complete entries as entered above. Values in the order: TcdB GH inh | Yp Topo-I inh | Anthrax LF prot | BoNT-F LC inh | PrPC TRFRET | PfHsp40 rescue | BoNT A protease | CCHF vOTU inh | FadD28 binding
Profile of `CC(=O)c1nnn(-c2nc(N)nc(N(c3ccccc3)c3ccccc3)n2)c1C` = nt | 14.8 | -1.9 | -0.7 | 24.6* | 0.3 | ? | -3.2 | -0.9
Profile of `Cc1cccc(OCC(=O)Nc2ccc3c(c2)nc(CCN2CCN(c4ccccn4)CC2)n3C)c1` = 0.8 | 22.6 | -4.1 | -4.1 | -12.8 | 1.0 | 0.7 | -9.6 | -0.9
Profile of `COC(=O)c1c(C)[nH]c(C)c1-c1ccccc1Cl` = nt | -2.8 | 0.6 | -15.8 | 1.3 | -0.5 | -0.2 | 2.6 | -3.8
Profile of `CCN1CCN(c2ncnc3scc(-c4ccc(C)c(C)c4)c23)CC1` = 0.1 | 16.1 | 2.6 | 4.6 | -2.7 | 1.9 | -1.7 | 9.1 | -2.9

(more compounds)
SMILES	TcdB GH inh	Yp Topo-I inh	Anthrax LF prot	BoNT-F LC inh	PrPC TRFRET	PfHsp40 rescue	BoNT A protease	CCHF vOTU inh	FadD28 binding
O=C(CCC(=O)N1CCN(S(=O)(=O)c2ccc([N+](=O)[O-])cc2)CC1)N1CCOCC1	0.7	-3.7	-7.3	2.6	-41.4	-0.1	0.1	5.4	0.4
CCC(C)Sc1ccc([C@@H]2[C@@H]3C(=O)N(C)C(=O)[C@@H]3[C@]3(C(=O)OC)CCCCN23)cc1 (stereo partly drawn)	0.6	-9.7	-5.5	1.8	-4.4	-0.4	0.1	3.1	-1.7
O=[N+]([O-])c1ccc(O)c(C=NNc2ccc(S(=O)(=O)O)cc2)c1	-4.2	-5.8	-6.0	8.5	-14.9	-0.9	0.1	16.4	nt
Cc1cc2n(n1)SC(Nc1ccc(F)cc1)N2 (stereo not drawn)	nt	-0.9	nt	nt	5.7	0.0	nt	3.7	-2.0
N#CC1(NC(=O)CSc2nc3ccccc3o2)CCCCC1	0.3	-0.6	5.9	1.8	1.0	-0.5	0.6	18.9	-1.6
COc1ccc(C(=O)N2CCCCC2c2cc(C(=O)Nc3cccc(C#N)c3)no2)cc1 (stereo not drawn)	0.2	20.2	-6.7	-9.9	-0.1	nt	-0.7	-4.9	-5.0
CCCOc1ccc(Cn2c(=O)oc3ccc(C)cc32)cc1	-0.1	24.7	-0.3	-8.4	1.4	0.6	-2.5	16.4	-1.5
Clc1ccc(CN2C3=NCCN3c3ccccc32)cc1Cl	nt	-13.1	0.4	-3.6	-11.3	-0.7	0.0	-4.6	-2.3
COc1ccc2ccccc2c1CN1CCN(Cc2ccccc2)CC1	nt	15.6	-7.2	-6.3	-6.0	-0.6	-0.7	-11.9	-1.1
CCN(CC)CCCN1C(=O)C(O)=C(C(=O)c2ccco2)C1c1ccc(C)o1 (stereo not drawn)	-0.4	-3.8	-3.8	-6.0	4.8	4.2	-0.5	4.4	-1.7
O=C(N/N=C/C=C/c1cccc([N+](=O)[O-])c1)C(O)c1ccccc1 (stereo not drawn)	0.3	-0.9	-2.3	1.6	-26.7	-1.2	0.7	-5.3	-0.4
COc1ccccc1NC(=O)c1cc(=O)[nH]c2ccccc12	1.6	-0.8	-11.9	3.3	-5.2	-1.7	0.4	-0.6	-4.7
Cc1cc(C)c(-c2cc(NC(=O)CSc3n[nH]c(N)n3)n(-c3ccccc3)n2)cc1C	nt	0.5	-6.5	4.9	-0.4	0.1	1.0	-0.5	-4.1
COc1ccc(Nc2ccc(N3C(=O)CC(C)C3=O)cc2[N+](=O)[O-])cn1 (stereo not drawn)	-0.7	3.4	5.2	2.9	-38.0	0.0	-0.3	0.5	-0.7
COc1ccc(NC(=O)COc2ccccc2C#N)c(S(=O)(=O)N2CCCCC2)c1	nt	21.5	3.1	3.9	4.7	0.0	0.8	-1.9	-2.2
CCOC(=O)C1(Cc2cccc(Cl)c2)CCCN(C2CCN(C(C)=O)CC2)C1 (stereo not drawn)	nt	16.5	-3.8	3.7	3.9	0.1	-0.9	3.3	-5.4
Cc1ccc(NC(=O)COC(=O)/C=C/c2cccs2)c(C)c1	nt	-1.1	-0.1	-0.4	-4.3	-0.8	0.3	-18.6	-1.3
Cc1cccc(N2CCN(C(=O)CNC(=O)C3CCCCC3)CC2)c1C	2.1	15.1	-4.3	11.9	-1.5	0.3	3.1	-0.3	-2.4
Cc1onc(-c2ccccc2Cl)c1C(=O)Nc1cnn(Cc2ccccc2)c1	13.2*	3.6	1.4	-7.2	5.9	-0.3	-0.5	2.2	-1.4
O=[N+]([O-])C(=C1Nc2ccccc2N1)/C(Cl)=C(/Cl)Br	nt	-3.2	1.0	-2.6	-2.7	0.5	1.1	-1.2	-4.9
Cc1nc(CCNC(=O)CC2C(=O)NCCN2Cc2ccc(F)cc2)sc1C (stereo not drawn)	1.7	4.9	0.6	3.2	5.3	0.0	-0.1	-3.1	-1.5
CN1CCN(C(CNC(=O)C(=O)NC2CCCC2)c2ccc(F)cc2)CC1 (stereo not drawn)	2.2	-4.4	nt	nt	-7.2	-2.3	nt	-6.9	-2.1
Cc1ccc(N2CCN(c3cc(C)nc4nc(C)nn34)CC2)c(C)c1	0.2	23.8	-2.6	-3.9	-0.7	-0.3	0.0	11.3	-2.4
